RMI FANCM FP – blocks RMI1/RMI2 complex binding to FANCM MM2 peptide. AID 1159607. Fluorescence polarization, RMI core complex with F-MM2 peptide; stronger effect = lower value. 70,000 tested, 0.58% active. FP signal (polarization) at 33 µM; in the data active = FP signal below about 40; also: inactives centre near 61; strong numbers were not always called active; unit not given here
* marks the source's active call; other numbers are inactive results. These rows are one share of the data, so the mix of outcomes need not match the whole.

Compound	RMI FANCM FP
O=S(=O)(O)Oc1c[nH]c2ccccc12	46
O=C(CCc1ccccc1)Nc1ccc2c(c1)CN(S(=O)(=O)c1ccccc1)CC2	69
NC(=O)CC(=O)c1ccccc1	55
CN1C(=O)c2cccc(NC(=O)C3CC3)c2C1=O	73
O=C(Nc1ccc(Sc2cccs2)cc1)c1ccc(Cl)cc1	52
O=c1c(C2SCCS2)coc2ccccc12	56
O=C(O)c1cccc(N2C(=O)CCC2=O)c1	60
OC(CNc1cccc2ccccc12)Cn1c2ccccc2c2ccccc21 (stereo unspecified)	57
O=C(Nc1ccc(S(=O)(=O)N2CCOCC2)cc1)c1cccc(C(F)(F)F)c1	46
Cn1cc(S(=O)(=O)N2CCN(C(=O)c3ccco3)CC2)c(=O)n(C)c1=O	58
CCN(CC)S(=O)(=O)c1ccc(NC(=O)c2cccs2)cc1	63
CN1CCN(C(CNC(=O)NC(C)(C)C)c2ccc(F)cc2)CC1 (stereo unspecified)	54
FC(F)(F)c1cccc(OCc2noc(-c3ccsc3)n2)c1	56
COc1cc(OC)cc(C(=O)NNc2nc3c(F)cccc3s2)c1	70
Cc1cc(C(=O)Nc2nnc(-c3ccccc3)o2)no1	63
Cc1ccccc1Cn1cnc2c(cnn2CCNC(=O)/C=C\c2ccccc2)c1=O	62
O=C(CS(=O)(=O)Nc1ccc(Cl)cc1)Nc1ccc(Cl)cc1	56
O=C(c1ccc(Cl)nc1)N1CCOCC1	65
O=C(NCC(c1ccco1)N1CCN(c2ccccc2F)CC1)c1ccc(C(F)(F)F)cc1 (stereo unspecified)	54
COc1ccc(CN2COc3ccc4c(=O)c(-c5ccccc5)coc4c3C2)cc1OC	60
N#CCCn1cc(/C=C/C(=O)OCC(=O)c2ccccc2)c(-c2ccc(F)cc2)n1	58
CCOc1ccc(N2N=NC3C(=O)N(c4cccc(Cl)c4)C(=O)C32)cc1 (stereo unspecified)	63
CCc1nnc2ccc(N3CCN(S(=O)(=O)c4cc(C)c(C)cc4C)CC3)nn12	67
Cc1nn(-c2ccccc2)c(NC(=O)c2cccs2)c(-c2ccccc2Cl)c1=O	67
COc1ccc(CCNC(=O)CCCN2C(=O)c3cccc4cccc(c34)C2=O)cc1OC	54
COc1ccc(OCc2nc(-c3ccc(C)cc3)cs2)cc1	49
Cc1cc(=O)n2c(n1)SCC2CC(=O)NC(c1ccccc1)c1ccccc1 (stereo unspecified)	55
S=P(N1CC1)(N1CC1)N1CC1	56
CN1CCCc2cc(CCNC(=O)C(=O)Nc3ccc4c(c3)OCO4)ccc21	58
Cc1cc(-c2noc(-c3cccs3)n2)no1	61

More compounds.
Compound	RMI FANCM FP
COc1ccccc1C1CCN(C(=O)[C@@H](C)N2CCN(c3ccc(C(F)(F)F)cn3)CC2)CC1	52
O=C(NCc1ccccc1Cl)C(=O)NC(c1ccccc1)c1ccccc1	80
O=C(NCc1ccco1)C(=O)Nc1cc(F)ccc1F	53
CCOc1ccc2nc(N(CCN(C)C)C(=O)c3cc4ccccc4cc3OC)sc2c1	90
O=C(CC1CCCCN1S(=O)(=O)c1ccccc1)NCCC1=CCCCC1 (stereo unspecified)	70
c1csc(Cc2nc3ccccc3[nH]2)c1	69
Cc1ccc2nc3sc(Nc4ccc(C)c(C)c4)nn3c(=O)c2c1	87
O=C(CSc1nc2ccc([N+](=O)[O-])cc2[nH]1)c1ccc(Cl)cc1	66
Cc1cc(S(=O)(=O)NCCC2=CCCCC2)ccc1F	64
Cc1cc(C)c(S(=O)(=O)Nc2nc(C(F)(F)F)cs2)c(C)c1	60
O=C(Nc1cccc(-c2nc3ccccc3o2)c1)C1=COCCO1	65
Cc1cc2oc(-c3ccccc3)cc(=O)c2cc1Cl	45
CCOC(=O)c1nc(-c2cccnc2)sc1O	49
Cc1ccc(Cc2nnc(NC(=O)C3=COCCO3)o2)cc1	63
NC(=O)c1c(NC(=O)c2cc3ccccc3oc2=O)sc2c1CCCCC2	69
O=S(=O)(NCC1COC2(CCCC2)O1)c1ccc(F)cc1F (stereo unspecified)	53
COC(=O)c1cnc(NNC(=O)c2cccs2)nc1C(F)(F)F	55
COc1cccc(-n2c(SCC(=O)Nc3nccs3)nnc2-c2c[nH]c3ccccc23)c1	58
O=C1CSC(c2cccnc2)N1CCN1C(=O)CSC1c1cccnc1 (stereo unspecified)	61
Cc1ccnc(NC(c2ccco2)c2c(C)[nH]c3ccccc23)c1 (stereo unspecified)	88
c1ccc2c(C(c3ccc4c(c3)OCO4)c3c[nH]c4ccccc34)c[nH]c2c1	63
C=CCn1c(=O)c(C(=O)Nc2ccccc2F)c(O)c2ccccc21	64
CC1(C)SC2C(NC(=O)COc3ccccc3)C(=O)N2C1C(=O)O (stereo unspecified)	61
N#Cc1cc(-c2ccccc2)oc1NC(=O)c1cccs1	63
O=S(=O)(Nc1cccc(-c2nc3ccccc3s2)c1)c1ccc(F)c(Cl)c1	55
COC(=O)c1c(NC(=O)c2ccc3ccccc3c2)sc2c1CCN(C)C2	159
CN(C)C=Nc1nnc(SCc2c(F)cccc2Cl)s1	61
O=C(NCC1CCCO1)c1ccc(Cn2c(=S)[nH]c3ccc(Br)cc3c2=O)cc1 (stereo unspecified)	67
C=CCN1C(=O)C(C)(C)COc2cc(NC(=O)CN3C(=O)c4ccccc4C3=O)ccc21	70
Cc1cccc(NC(=O)c2cc3cc([N+](=O)[O-])ccc3s2)n1	60

New compounds follow:
Compound	RMI FANCM FP
C=CCNc1nc(N)c(C(=O)Nc2cc(C)on2)s1	57
COC(=O)c1sccc1NNC(=O)CC#N	53
CCOC(=O)Cc1csc(NC(=O)c2ccc(Cc3ccccc3)cc2)n1	61
O=C(Nc1c(-c2ccccc2)nc2ccccn12)c1cccc([N+](=O)[O-])c1	60
CCS(=O)(=O)c1ccc(CC(=O)Nc2nc(-c3cc(Cl)ccc3Cl)cs2)cc1	58
COC(=O)C1CCN(C(=O)Cc2c(C)nc(SCc3ccccc3F)[nH]c2=O)CC1	61
N/C(=N/NS(=O)(=O)c1ccccc1)c1ccc(C(F)(F)F)cn1	53
Cc1ccc(S(=O)(=O)NCC2CCN(C(C)C)CC2)cc1	69
CCOC(=O)N1CCc2c(sc(NC(=O)CSc3ccc(Cl)cc3)c2C(N)=O)C1	108
Cc1ccc2nc(N(Cc3ccccn3)C(=O)c3cccc(S(C)(=O)=O)c3)sc2c1	52
Cn1c(C=Nc2ccc(OC(F)(F)F)cc2)cnc1[N+](=O)[O-]	54
O=C(c1ccc(F)c(F)c1)N1CCCC(c2nnc(-c3cccs3)o2)C1 (stereo unspecified)	62
Cc1ccccc1C(=O)NCCn1ncc2c(=O)n(Cc3ccccc3)cnc21	68
Cc1cc(NC(=O)CSc2nc(=O)n(CCN(C)C)c3c2CCCC3)no1	55
O=C(O)CCCC(=O)Nc1ccccc1-c1ccccc1	54
COc1cccc(-n2c(N)c(C#N)c3ccc([N+](=O)[O-])cc3c2=O)c1	36
O=C(O)C1C2C=CC(O2)C1C(=O)NCc1cccc(Cl)c1 (stereo unspecified)	62
COc1ccc(OC)c(NC(=O)c2cccc3nc4ccccc4nc23)c1	64
CCCc1c([N+](=O)[O-])cc(C(=O)O)cc1[N+](=O)[O-]	53
COCCNC(=O)Cn1c(=O)c2c(N3CCN(C(=O)C4CC4)CC3)ccnc2n(C)c1=O	63
C/C(=N/NC(N)=O)c1cc(Cl)cc(Cl)c1O	61
Cc1cc(CSCc2ccc(Cl)cc2)no1	53
CS(=O)(=O)c1ccc2nc(NC(=O)c3cccn(OCc4ccccc4F)c3=O)sc2c1	67
CSc1cccc(C(=O)Nc2nnc(-c3cc(C)ccc3C)o2)c1	52
O=C(NCc1ccsc1)C(=O)Nc1cccc(C(F)(F)F)c1	72
COC(=O)C(C)(Cl)CNS(=O)(=O)c1ccccc1 (stereo unspecified)	59
O=C1/C(=C/c2ccc(Cl)cc2)N=C(c2ccccc2)N1CCc1ccc(Cl)cc1	57
O=C(Nc1ccncc1NC(=O)c1cccc(N2C(=O)CCC2=O)c1)c1cccc(N2C(=O)CCC2=O)c1	61
Cc1ccc(C)c(S(=O)(=O)C(C#N)c2nc3ccccc3nc2N2CCCC2)c1 (stereo unspecified)	5*
COc1ccc(Cl)cc1C(=O)NNc1cc(=O)n(C)c(=O)n1C	58

(continued)
Compound	RMI FANCM FP
CN(C(=O)C(Cl)Cl)C1CC2C=CC1C2 (stereo unspecified)	58
COc1cc(Nc2ccc(NC(=O)c3ccccc3C(F)(F)F)cc2)nc(C)n1	56
O=C(CCC1=NS(=O)(=O)c2ccccc2N1)NC1CCCC1	61
CCOc1ccc(/C=C2\SC(=S)N(CC(=O)N(CCO)Cc3ccccc3)C2=O)cc1	64
COCCn1cc(NC(=O)NCc2cccs2)c2ccccc21	56
Cc1nnc(SCC(=O)NCC2CCCO2)c2c1cnn2-c1ccccc1 (stereo unspecified)	62
Cc1ccccc1-c1ccc(N2CCN(C(=O)CC(C)C)CC2)nn1	70
CC(C)S(=O)(=O)c1ccc(C(=O)Nc2ccccc2Oc2ccccc2)cc1	56
CN(C)c1ccc(/C=C2\C(=O)Nc3ccccc32)cc1	82
CC(NC(=O)C(c1ccccc1)c1ccccc1)c1ccccc1 (stereo unspecified)	68
O=C(Nc1ccc(F)cc1)N1CCN(c2ccc3nncn3n2)CC1	68
Cc1ccc(N2CCCS2(=O)=O)cc1NC(=O)C(=O)NCc1ccccn1	63
COc1ccc(Cl)c2sc(NC(=O)C3CCCN(S(C)(=O)=O)C3)nc12 (stereo unspecified)	63
N#C/C(=N/Nc1ccccc1Oc1ccc(Cl)cc1Cl)C(=O)N1CCCC1	54
Cn1cccc1/C(C#N)=C\c1ccc(C#N)cc1	56
CCc1nc2c(sc3cccc(F)c32)c(=O)n1CC(=O)Nc1ccc(C)cc1Cl	138
O=C(O)c1c[nH]c2cc(F)cc(F)c2c1=O	62
NS(=O)(=O)c1ccc(-n2nc(C(F)(F)F)cc2-c2cccs2)cc1	45
CCSc1ccc(/C(N)=N\O)cn1	56
CC(C)C(=O)N1CCN(c2ccc(N3CCOCC3)nn2)CC1	54
OCC1NCC(O)C(O)C1O (stereo unspecified)	57
CC(NC(=O)NCc1ccccc1)c1ccccc1 (stereo unspecified)	66
Cc1cc(C)cc(OCCNC(=O)CCc2ccccc2)c1	60
COc1cccc(C(=O)/C=c2\[nH]c(=O)/c(=C\c3cccs3)s2)c1	253
Cc1nc(-c2ccccn2)n[nH]1	63
N#Cc1ccc(C(=O)Nc2ccc3c(c2)CCC(=O)N3Cc2ccccc2)cc1	63
O=S(=O)(c1ccc(Cl)cc1)n1ccc(-c2ccc(Br)s2)n1	54
Nc1ccc(-c2csnn2)cc1	53
Cc1ccccc1OCC(=O)Nc1ccc2c(c1)N(CCC(C)C)C(=O)C(C)(C)CO2	71
COc1ccc(-c2c(C#N)sc(C(N)=O)c2-c2ccc(OC)cc2)cc1	54

Next entries follow.
Compound	RMI FANCM FP
O=C(O)C1CCCCC1C(=O)NCCc1csc(-c2cccnc2)n1 (stereo unspecified)	61
COc1ccc(C)cc1NC(=O)Cn1cnc2c(-c3ccc(Cl)cc3)csc2c1=O	76
C1CCC(Nc2nc(N3CCOCC3)nc(N3CCOCC3)n2)C1	54
CCOc1ccc(-c2csc(-n3nc(C)cc3NC(=O)Cc3ccc([N+](=O)[O-])cc3)n2)cc1	92
COc1ccc(-c2cccc(NC(=O)Nc3ccc(F)c(F)c3)c2)nn1	78
COc1ccc(Cc2nnc(NCc3cccnc3)[nH]c2=O)cc1	56
CC(C)Cc1nc(SCC(=O)OCc2ccccc2)c2c(=O)n(C)c(=O)n(C)c2n1	60
O=C(NC(Nc1cccc2ccccc12)C(Cl)(Cl)Cl)c1cccc([N+](=O)[O-])c1 (stereo unspecified)	54
C=CCn1c(SCC(=O)Nc2cccc(OC)c2)nc2scc(-c3ccc(F)cc3)c2c1=O	77
O=C(CC1S\C(=N/N=C\C=C\c2ccccc2)NC1=O)Nc1ccc(Cl)cc1 (stereo unspecified)	56
COc1ccc(-c2ccc(N3CCN(C(=O)c4ccccc4Cl)CC3)nn2)cc1	68
COc1ccc(/C=C/C(=O)O)cc1S(=O)(=O)NC1CCS(=O)(=O)C1 (stereo unspecified)	64
OC(CN1CCC(O)(c2ccc(Cl)cc2)CC1)c1ccccc1 (stereo unspecified)	60
CCOC(=O)c1sc(NC(=O)CN2CCC(c3nc4ccccc4[nH]3)CC2)c(C(=O)OCC)c1C	57
COc1cccc2sc(N(CCCN(C)C)C(=O)CCOc3ccccc3)nc12	74
Cc1cc(C)c(NC(=O)C(=O)NCCN2CCOC(c3ccccc3)C2)c(C)c1 (stereo unspecified)	72
CC(C)(C)c1cc(=O)[nH][nH]1	107
CN(Cc1ccco1)S(=O)(=O)c1ccc(C(=O)Nc2sccc2C#N)cc1	55

Screening data from PubChem BioAssay.
